Vif inh: HIV Vif inhibition. AID 602346. HEK293T cells, Vif self-association by quenched fluorescence, imaging, 24 h. inhibition, % at 7.49 µM. 340,000 tested, 0.35% active; in the data active means inhibition above about 50%, passing the limit was not always enough; further: some results filed as inactive read as strong as hits
NR2E3 ag-1: NR2E3 (human) agonism | inhibition of corepressor binding, % at 4.78 µM | GST-NR2E3/biotin-RetCOR TR-FRET, 1536-well | AID 2300 | 320,000 tested, 0.12% active;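 active means percent inhibition above the cutoff of mean plus 3 SD of all tested compounds, set per screening campaign, cut at about 20% in these data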;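 further: 0% = DMSO wells and 100% = biotin wells as full block of FRET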
Target sequence (Q9Y5X4 whole entry, looked up): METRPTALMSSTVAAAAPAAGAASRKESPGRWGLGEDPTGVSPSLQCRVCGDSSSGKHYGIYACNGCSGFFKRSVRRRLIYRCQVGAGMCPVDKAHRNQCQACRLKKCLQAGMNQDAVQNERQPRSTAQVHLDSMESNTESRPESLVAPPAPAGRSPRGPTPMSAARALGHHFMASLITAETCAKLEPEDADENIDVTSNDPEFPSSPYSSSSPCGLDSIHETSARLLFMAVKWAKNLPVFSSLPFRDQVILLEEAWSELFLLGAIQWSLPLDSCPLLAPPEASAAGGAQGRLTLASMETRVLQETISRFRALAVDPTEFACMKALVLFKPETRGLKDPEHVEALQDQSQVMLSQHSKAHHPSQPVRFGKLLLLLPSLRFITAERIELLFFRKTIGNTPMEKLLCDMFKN
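Test system – NR2E3–RetCOR corepressor complex · Quantity – NR2E3 fusion 1.35 nM · Buffer or medium – Tris pH 7.5 · Incubation – Compound–protein incubation for 5 h at 4 °C · Technique – TR-FRET, Eu(K)-anti-GST donor, streptavidin-D2 acceptor, ex 340, em 617/671 nm · Evaluation – percent inhibition of 671/617 nm emission ratio versus biotin and DMSO controls · Plate – 1536-well format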
NR2E3 ag-2: human photoreceptor-specific nuclear receptor agonism; Q9Y5X4; CHO-S Gal4-NCOR/VP16-NR2E3 two-hybrid, luciferase; inhibition of corepressor binding, % at 3.98 µM; 360,000 tested, 0.35% active; AID 602229;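 active means inhibition above the mean of all tested compounds plus 3 SD, cut at about 70% in these data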;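 further: 0% = DMSO with NR2E3 transfected cells and 100% = cells lacking NR2E3 construct; higher means lower luciferase signal from less NR2E3 corepressor binding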
Peg3 prom inh: reduces Peg3 promoter-driven luciferase expression in HeLa. 360,000 tested, 1.7% active. HeLa PEG-Prom luciferase reporter, luminescence, overnight. inhibition, % at 20 µM. AID 588405;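 active means inhibition of at least 50% at 20 µM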
CF NFkB inh: cystic fibrosis NF-kB activation inhibition; KKLEB NF-kB-GFP reporter, PAF-induced, GFP fluorescence overnight; 360,000 tested, 0.86% active; inhibition, % at 5 µM; AID 588850;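 active means at least 50% inhibition at 5 µM, scaled per plate between neutral and stimulator controls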;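 further: PAF is a Pseudomonas aeruginosa culture filtrate used as stimulus; plate controls were PAF-stimulated DMSO wells for no effect and unstimulated DMSO wells for full effect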
TRPM1 prom inh: reduces MITF-dependent TRPM1 promoter luciferase signal | SK-MEL-5 TRPM1 promoter luciferase, 24 h | inhibition, % at 12.5 µM | 330,000 tested, 0.83% active | AID 488899;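 active means mean inhibition across replicates of 60% or more, whatever share of single replicates reaches that level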; further: values of inactives mirror those of a sister screen read the other way
Shn3 3UTR inh: reduces Shn3 3'UTR luciferase signal in osteoblasts; inhibition, % at 12.5 µM; AID 588674; 360,000 tested, 0.52% active; Clone20 osteoblast Shn3 3'UTR firefly luciferase, 24 h;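 active means mean inhibition of at least 75% with every replicate also reaching 75%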;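 further: 0% = median of neutral control wells and 100% = pilot-screen positive control compound; some compounds past the cut are filed as inactive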
PDI inh: PDI (human) enzyme inhibition; P07237; PDI insulin aggregation turbidity, A650, 90 min; 350,000 tested, 0.052% active; inhibition, % at 10 µM;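 active means mean inhibition across replicates of 30% or more, whatever share of single replicates reach that level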;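 further: absorbance from insulin aggregation driven by PDI reduction with DTT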
Target sequence (P07237 whole entry, looked up): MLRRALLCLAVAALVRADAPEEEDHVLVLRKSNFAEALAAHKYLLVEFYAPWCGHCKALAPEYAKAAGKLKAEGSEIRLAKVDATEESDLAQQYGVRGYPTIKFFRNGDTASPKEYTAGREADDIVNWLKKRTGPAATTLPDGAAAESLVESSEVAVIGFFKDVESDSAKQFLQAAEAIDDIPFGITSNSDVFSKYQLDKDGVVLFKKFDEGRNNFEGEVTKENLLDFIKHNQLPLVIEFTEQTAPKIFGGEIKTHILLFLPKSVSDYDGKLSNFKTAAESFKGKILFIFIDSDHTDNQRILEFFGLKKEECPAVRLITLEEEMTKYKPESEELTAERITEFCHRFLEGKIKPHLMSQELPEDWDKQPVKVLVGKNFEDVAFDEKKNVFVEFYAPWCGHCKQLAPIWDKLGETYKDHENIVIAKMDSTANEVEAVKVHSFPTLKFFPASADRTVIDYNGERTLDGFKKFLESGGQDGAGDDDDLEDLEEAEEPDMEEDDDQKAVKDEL
HIF-2a block: blocks HIF-2a reporter activity. 786-0 RCC cells HIF-2a reporter, luciferase luminescence, overnight. inhibition, % at 18.8 µM. 360,000 tested, 0.72% active. AID 624352;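 active means inhibition of the luminescence signal of 40% or more relative to plate controls, in a single-dose primary screen at 18.75 µM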
KKLEB tox: counter-screen for CF NF-kB inhibitors: cytotoxicity | 360,000 tested, 0.36% active | activity change (cytotoxicity), % at 5 µM | KKLEB CF airway cells viability, ATPlite luminescence, overnight; hits give low values; cells stimulated with P. aeruginosa culture filtrate;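 active means corrected activity change at or below -50% at 5 µM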
CaV13 FRET inh: Disruptors of the CACNA1D IQ motif to Ca2+-dependent inactivation inhibitor domain association, primary screening, Förster resonance energy transfer in intact living …. HEK cells, CFP/YFP FRET ICDI-IQ, plate reader, 10 min; percent FRET-ratio fall versus neutral wells. inhibition, % at 12.3 µM. 340,000 tested, 0.098% active. AID 743397;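 active means mean replicate inhibition of at least 30% and at least 1% of replicates passing that level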;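 further: 0% = median of the neutral control wells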
* hit, by the source's call; . = no result given. An unsorted share of the library; 3.3% or so of the library scored in one or more.

SMILES	Vif inh	NR2E3 ag-1	NR2E3 ag-2	Peg3 prom inh	CF NFkB inh	TRPM1 prom inh	Shn3 3UTR inh	PDI inh	HIF-2a block	KKLEB tox	CaV13 FRET inh
Cc1ccc(-n2ncc3c(SCC(=O)NNC(=O)c4ccco4)ncnc32)cc1	2	2	-62	-215	-18	-43	-21	-7	-210	5	4
CCc1ccc2c(CN3CCN(S(=O)(=O)c4cccs4)CC3)cc(=O)oc2c1	-17	-2	-8	20	11	0	-14	-3	-2	13	-4
CCSC1=C(C#N)C(c2cccc(OC)c2)CC(=O)N1 (stereo unspecified)	-6	-3	-6	7	6	12	68	-8	10	-7	.
COc1ccccc1N1C[C@@H]2C[C@@H](c3ccco3)N3CCC[C@@]23C1=O	16	-3	-4	13	-10	5	-9	-8	14	12	2
CN(C)C(=O)c1cc(S(=O)(=O)N(C)C)c(Cl)cc1N1CCCC1	.	0	-13	9	-32	8	-9	-15	0	14	-8
Cc1cc(C)cc(OCC(=O)OC(C)C(=O)Nc2ccc(Cl)cn2)c1 (stereo unspecified)	.	-1	-8	-5	-4	-5	7	-3	-1	12	-5
C#CCNc1nc(CC)nc2c1nnn2Cc1ccccc1F	-7	3	4	23	-8	4	13	-1	10	-1	-5
Cc1ccccc1C(=O)OCC(=O)NCc1ccco1	-2	.	19	-24	-10	-5	-14	0	-31	12	-6
CC(=O)CC(c1ccccc1)S(=O)(=O)c1ccc(C)cc1 (stereo unspecified)	1	-1	-14	5	11	-10	-24	-8	-1	6	-5
COc1ccc(OC)c(NC(=O)CCN2C(=O)c3ccccc3C2=O)c1	5	.	-15	6	0	-8	0	-5	17	-3	-5
O=C(O)c1ccc(C(S(=O)(=O)c2ccccc2)S(=O)(=O)c2ccccc2)cc1	2	.	-35	-7	-2	.	3	10	5	3	-14
Cc1ccc(CNCCCSc2nc(C)cc(C)n2)cc1	-1	6	-11	2	-2	-1	17	3	11	-16	-5
COc1ccc(-c2c[n+]3c(n2-c2ccc(C)cc2)CCCCC3)cc1	-12	2	7	7	2	51	.	-4	3	1	-17
COc1cc2c(cc1OC)CN(c1ccc(C(N)=O)cc1[N+](=O)[O-])CC2	4	-1	8	-3	6	7	22	-44	-4	4	-4
COCCNC(=S)N/N=C(\C)c1ccc2cc(OC)ccc2c1	-3	-3	5	-14	-5	-2	25	1	-31	-3	-5
Clc1ccccc1CSc1nnc(-c2ccco2)c(-c2ccco2)n1	-6	-1	-9	4	10	9	9	7	0	-5	-8
COc1ccc(-n2nnnc2SCC(=O)Nc2ccc3c(c2)OCCO3)cc1OC	4	6	-8	8	-13	2	9	-1	5	10	-9
CC(C)C[C@H](NC(=O)N1CC(=O)Nc2ccccc21)C(=O)N1CCC[C@H]1C(=O)O	9	-2	5	11	9	-1	-28	.	-7	-16	.
O=C(CCn1nnc2ccccc21)Nc1nnc(COc2ccc(F)cc2)s1	3	2	6	-6	7	-13	-28	-4	-15	-2	-3
NS(=O)(=O)c1ccc(CCNC(=O)Cc2ccc(Cl)cc2)cc1	3	6	-10	9	0	-3	15	15	18	-12	1
Clc1cccc2c3c([nH]c12)CCNC3	-3	-1	11	3	0	5	3	3	14	5	-5
CCNC(=S)N1C2CCC1CC(NC(=O)Nc1ccc(C(=O)OCC)cc1)C2 (stereo unspecified)	-1	-1	-21	4	-5	2	18	1	12	7	0
COc1ccc(N(C(=O)c2ccco2)C(C(=O)NC2CCCC2)c2ccc(N(C)C)cc2)cc1 (stereo unspecified)	-34	-1	-20	10	12	5	19	1	14	-8	-5
COc1ccc(NC(=O)C2CCCN(S(=O)(=O)c3cccnc3)C2)cc1OC (stereo unspecified)	10	-1	18	-12	16	5	11	-1	15	-6	-2
O=C(COC(=O)Cc1ccc(Cl)cc1)Nc1ccccc1-c1ccccc1	1	-3	8	0	22	4	5	9	14	2	-5
New compounds follow.
SMILES	Vif inh	NR2E3 ag-1	NR2E3 ag-2	Peg3 prom inh	CF NFkB inh	TRPM1 prom inh	Shn3 3UTR inh	PDI inh	HIF-2a block	KKLEB tox	CaV13 FRET inh
O=C(CSC1=NCCN1)Nc1ccccc1[N+](=O)[O-]	-3	4	9	-7	-19	5	-4	8	6	14	-9
COc1ccc(N2C(=O)C(Cl)=C(N3CCCC(C)C3)C2=O)cc1 (stereo unspecified)	.	-2	-10	2	5	-16	-8	13	0	-3	.
N#C/C(=C\c1ccc(O)c(O)c1)C(=O)N1CCCC1	2	-2	-13	5	-5	9	-18	-4	17	-2	0
O=C(COC(=O)C1CC2C=CC1C2)Nc1ccccc1F (stereo unspecified)	-9	-1	14	-105	16	-41	-75	5	-86	4	-6
CCOC(=O)c1c(C)[nH]c(C(=O)CSc2ccc(Cl)cc2)c1C	15	-4	-59	-252	12	-64	-32	0	-242	-1	-7
CCOc1ccc(CNC(=S)N/N=C/c2ccc(OC)c(OC)c2)cc1	-3	1	13	-30	-4	18	13	-3	-42	-13	-3
Cc1noc(/C=C/N(C)C)c1S(=O)(=O)N1CCCC(C(=O)N2CCCCC2)C1 (stereo unspecified)	-11	2	-1	1	7	.	16	.	8	4	-6
Cc1cc(C)c[n+](C2=C([O-])c3ccccc3C(=O)/C2=N\S(=O)(=O)c2cccs2)c1	1	0	3	13	16	105*	-4	-10	15	-8	1
O=S(=O)(NCc1ccccn1)c1cccc2nsnc12	12	3	-5	13	15	1	-8	7	1	-3	-5
N#CCC(=O)Nc1ccc(C(=O)OCC(=O)N(Cc2ccccc2)C2CCS(=O)(=O)C2)cc1 (stereo unspecified)	7	6	-16	0	-6	6	-2	3	14	1	-7
CN(C)c1ccc(-c2cccc3nccn23)cc1	0	.	-26	-54	-3	.	5	8	-94	-11	-6
COc1ccc(N(C)C(=O)C2CCCN2S(=O)(=O)c2cccc3nsnc23)cc1 (stereo unspecified)	2	-3	-30	12	1	7	9	3	7	0	-3
O=C(Cn1cnc2ccccc2c1=O)NCC(=O)N1CCN(Cc2ccc3c(c2)OCO3)CC1	1	4	-7	3	0	-1	10	1	20	5	-1
O=C(CCNC(=O)N1CC(=O)Nc2ccccc21)Nc1ccc(Br)cc1F	-5	2	-9	21	-1	2	4	-2	4	13	-14
CC(=O)N/C(N)=N/c1nc2cc(C)ccc2o1	7	1	-116	-260	-2	-71	-52	-3	-246	3	8
COc1ccc(OC)c(/C=C/c2ccc3cccc(O)c3n2)c1	-2	0	-26	83*	-41	5	-3	2	-95	5	-4
Cc1cc(=O)oc2ccc(OCC(=O)NCc3ccco3)cc12	-16	-5	-5	-20	-20	1	-4	-2	-8	16	-5
COc1ccc(S(=O)(=O)N2CCN(C/C=C/c3ccccc3)CC2)cc1F	12	0	2	23	-12	14	11	-11	5	6	-4
CC(=O)c1ccc(OCc2cc(C(=O)N(C)C(C)c3ccon3)no2)cc1 (stereo unspecified)	-5	-1	5	7	6	1	17	-20	-9	-3	-2
CCc1ccccc1NC(=O)CN(C)C(=O)COC(=O)c1cccnc1Cl	2	.	0	7	7	2	-5	-3	7	-19	-5
CCOc1ccc(S(=O)(=O)N2CCN(C(=O)c3cc(C4CC4)nn3-c3ccccc3)CC2)cc1	-5	.	-11	25	23	6	-19	7	10	-15	-5
Cc1cccc(C(=O)Nc2cccc(C(=O)N/N=C/c3ccc4c(c3)OCO4)c2)c1	12	-2	-38	-187	2	-50	-16	3	-182	-8	-2
O=C(O)CNC(=O)c1ccc(NC(=O)/C(=C/c2ccccc2)NC(=O)c2ccco2)cc1	.	1	-3	6	0	-2	-13	-5	10	6	.
COC(CNC(=O)CN1C(=O)COc2ccc(S(=O)(=O)N3CCOCC3)cc21)OC	0	-5	3	6	-12	-2	-8	-9	4	1	-4
O=C1OCCN1C(=O)[C@H]1[C@H](c2ccccc2)C(c2cccc(Cl)c2)=NN1c1ccc(Br)cc1	4	.	3	15	21	1	3	12	-21	-6	-9
Carrying on:
SMILES	Vif inh	NR2E3 ag-1	NR2E3 ag-2	Peg3 prom inh	CF NFkB inh	TRPM1 prom inh	Shn3 3UTR inh	PDI inh	HIF-2a block	KKLEB tox	CaV13 FRET inh
O=C(NCCc1cccs1)C1CC(c2ccccc2[N+](=O)[O-])=NO1 (stereo unspecified)	12	6	-64	-234	-5	-40	-42	0	-184	-2	-9
Cc1cc(C(=O)Oc2cccnc2)ccc1[N+](=O)[O-]	-3	-2	-6	5	0	-14	11	2	-13	10	-28
C=CCC[C@@H](Cc1ccc(F)cc1)C(=O)OC[C@@H]1CCCN1C(=O)[C@H](CC=C)CC(=O)N[C@H](CO)Cc1ccccc1	-1	.	21	25	36	-3	3	-4	13	-24	-5
COc1ccc(CSc2nnnn2C)cc1[N+](=O)[O-]	7	2	-20	12	1	3	20	3	-4	-3	-5
CCC(CC)C(=O)N(C)c1c(C)nc2c(OCc3ccccc3OC)cccn12	-9	.	-4	12	-8	.	12	-15	-2	-18	-5
COc1cc(NC(=O)C(C)Oc2ccccc2)c(C(=O)O)cc1OC (stereo unspecified)	-8	1	0	-3	21	0	-4	-10	8	-9	-3
Cc1cc(CN(C)C(=O)c2cc(COc3ccc(F)cc3Cl)on2)n[nH]1	9	-1	-70	-185	-20	-58	-40	0	-229	6	2
Cc1ccc(NC(=O)NC2CCCCCCC2)cc1	1	.	-153	-382	-21	-65	-79	-1	-196	3	-3
O=C(Nc1cccc(S(=O)(=O)N2CCCCC2)c1)c1cnccn1	-40	2	-25	12	3	-7	59	0	13	12	-5
CC(=O)c1ccc(N2CCN(C(=O)CCc3ccccc3)CC2)cc1	-5	0	-16	8	-5	-11	6	8	10	-8	-2
COc1ccc(NC(=O)c2cc(S(=O)(=O)N3CCCCC3)ccc2OC)cc1	0	1	-17	11	3	-6	19	-6	3	4	-14
C=CCN(C(=O)CN1CCCCC1)c1nc(-c2ccccc2)cs1	14	1	-31	-141	0	-48	-45	8	-111	10	-4
CC(C)Oc1ccc(C(=O)Nc2nnc(C3=COCCO3)o2)cc1	-5	-1	-12	-9	4	-2	-15	-5	-12	12	-7
CCOc1ccc(NS(=O)(=O)c2ccc(OC)c(NC(=O)c3ccc4c(c3)OCCO4)c2)cc1	-10	-3	-8	2	-3	-1	4	-7	-2	-4	-5
O=C(NCCN1CCOCC1)c1cc(Cl)ccc1Cl	-4	.	-22	18	-13	-3	-45	3	12	4	-21
C=CCN1CCN(C(c2ccc(Cl)cc2)c2nnnn2CCc2ccc(OC)c(OC)c2)CC1 (stereo unspecified)	.	4	-19	7	13	-6	0	1	18	1	.
CCOC(=O)C1CCN(C(=O)Nc2ccc3c(c2)nc(C)n3C)CC1	-5	1	-45	-203	15	-12	-12	1	-244	-11	-9

High-throughput results from PubChem.
